# High-throughput results (PubChem)
# PolyA inhibitor: blocks polyadenylation in yeast reporter cells; hit rate 0.02% among 300,000; S. cerevisiae SKY197-pL101 polyadenylation reporter, beta-gal luminescence; efflux-impaired pdr1/pdr3 knockout yeast; score 100 = 6 SD above DMSO; calls only at 12 µM;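 active = lowest replicate activity score at least 50, where 100 means six control SD above control mean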;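 also: yeast exposed to compound for 9 h at 30 °C; higher score means more reporter readthrough which indicates perturbed polyadenylation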
# hERG protect: compounds protecting human hERG from proarrhythmic drug block; AID 1511; hit rate 0.51% among 310,000; CHO-hERG, FluxOR thallium flux, dofetilide IC70 present; activation (rescue from dofetilide block), less the hit threshold, % at 10 µM;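 active = activation above the mean of controls blocked by dofetilide plus 5 SD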;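 also: thallium influx through hERG after potassium depolarization seen as dye fluorescence rise; in these data hits start at about 4.7%; inactives centre near -7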
# DYRK1A inh: inhibitors of rat Dyrk1A kinase; inhibition, % at 12.5 µM; Q63470; ADP-Glo luminescence, NFATc1 peptide; hit rate 0.43% among 310,000; AID 504441; in the data active = inhibition above about 50%;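 also: plate controls were vehicle with enzyme for no effect and no enzyme for full effect; many of its hits are not listed in these tables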
# GSK3B inh: blocks human GSK3beta kinase activity; P49841; GST-GSK3beta kinase, ADP-Glo luminescence, 60 min; stronger effect = lower value; activity score (negative = inhibition), % at 10 µM; hit rate 0.038% among 300,000;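 active = more than half of replicate wells score below -50%, meaning over 50% inhibition versus plate controls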;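 also: 0% = median DMSO wells and -100% = median GW8510 positive control wells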
#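 Test system: GST-tagged human GSK3beta kinase, cell-free; evaluation: activity score scaled between in-plate DMSO and GW8510 controls; measured by: ADP-Glo luminescence; incubation: 60 min reaction, RT; benchmarks: DMSO and 20 µM GW8510; reagent: peptide substrate plus 25 µM ATP (final); medium: Tris/MgCl2 kinase buffer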
# KCNK9 inh: blocks the human KCNK9 two-pore domain potassium channel | B-score at 10 µM | hit rate 1.2% among 310,000 | Q9NPC2 | HEK293 KCNK9, FluxOR thallium flux fluorescence; stronger effect = lower value;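 active = ratio B-score over 3 SD below the library mean, with starting fluorescence within 5 SD of its mean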;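 also: negative B-score means less thallium flux so channel inhibition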
# RGS4 block: inhibitors of human RGS4; HEK293 M3R/RGS4 inducible, Fluo-4 calcium flux; stronger effect = higher value; triggered by carbachol at its EC20; B-score at 10 µM; hit rate 0.45% among 310,000; AID 463165;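 active = B-score, a plate-corrected calcium signal, over three deviations above library mean, with baseline fluorescence within five deviations of library mean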;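 also: RGS4 expression induced by doxycycline in cells with stable M3 receptor; B-score is computed from the integrated fluorescence ratio over baseline after carbachol; higher B-score means a larger calcium signal and so more RGS4 inhibition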
# Target sequence (P49798 whole entry, looked up): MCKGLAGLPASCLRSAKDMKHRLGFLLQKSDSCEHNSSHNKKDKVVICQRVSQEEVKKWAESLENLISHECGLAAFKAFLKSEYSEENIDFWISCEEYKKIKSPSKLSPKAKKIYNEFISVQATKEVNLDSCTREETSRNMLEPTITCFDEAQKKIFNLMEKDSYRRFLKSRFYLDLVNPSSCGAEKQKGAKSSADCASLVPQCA
# KCNK3 inh: human KCNK3 channel inhibition, primary screen; hit rate 0.84% among 340,000; B-score at 10 µM; AID 602410; O14649; CHO-KCNK3 thallium flux, FluxOR fluorescence; stronger effect = lower value;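 active = B-score under library mean minus 4 SD, starting fluorescence ratio at most library mean plus 5 SD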;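 also: more negative B-score means stronger inhibition of thallium flux through KCNK3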
# Target sequence (O14649 whole entry, looked up): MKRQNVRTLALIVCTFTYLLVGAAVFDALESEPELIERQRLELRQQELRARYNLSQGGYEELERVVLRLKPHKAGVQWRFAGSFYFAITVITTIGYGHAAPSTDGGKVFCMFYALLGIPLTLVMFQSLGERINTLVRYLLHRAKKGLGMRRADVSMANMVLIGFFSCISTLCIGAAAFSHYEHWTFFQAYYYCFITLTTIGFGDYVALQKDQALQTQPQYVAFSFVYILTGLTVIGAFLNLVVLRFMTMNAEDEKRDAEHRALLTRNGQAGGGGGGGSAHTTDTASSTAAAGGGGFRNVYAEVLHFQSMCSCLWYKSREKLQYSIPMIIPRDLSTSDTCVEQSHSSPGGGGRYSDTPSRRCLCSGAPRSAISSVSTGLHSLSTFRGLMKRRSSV
# KCNQ1 inh: human KCNQ1 channel inhibition | P51787 | CHO-K1 KCNQ1, FluxOR thallium flux fluorescence; stronger effect = higher value | B-score at 10 µM | hit rate 1.3% among 310,000 | AID 2642;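 active = compounds whose thallium flux B-score, printed positive for inhibition, exceeds three library SD while starting fluorescence stays within three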;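 also: channel opened by potassium depolarization with thallium stimulus after 20 min compound exposure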
# KCNQ1 pot: potentiators or activators of human KCNQ1 potassium channel | hit rate 0.35% among 310,000 | CHO-K1 KCNQ1, thallium flux FluxOR fluorescence; stronger effect = higher value | P51787 | B-score at 10 µM | AID 2648;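 active = fluorescence ratio B-score, a plate-corrected score, at least three library SD, with initial intensity B-score within 5 SD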
#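 Assay system: CHO-K1 cells stably expressing KCNQ1. Medium: assay buffer for compound exposure, DMSO matched across wells. Timing: 37 °C overnight plating, 90-min dark dye load, 20-min compound pretreatment. Signal: kinetic FluxOR fluorescence, 10 s baseline plus 110 s post-stimulus.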
# RGS4 pot: potentiators or activators of RGS4; HEK293 M3R/inducible RGS4, carbachol calcium flux Fluo4; stronger effect = lower value; B-score at 10 µM; hit rate 0.92% among 310,000;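 active = B-score of the integrated calcium signal more than 4 SD below the library mean, with starting fluorescence not abnormally high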;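 also: negative B-score means reduced calcium response which marks RGS4 activation or potentiation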
#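 Test system: HEK293 cells with stable M3R and inducible RGS4; also added: carbachol at ECmax as muscarinic agonist stimulus; schedule: dye loading 30 min 37 °C, buffer rest 30 min RT; technique: kinetic calcium fluorescence imaging with Fluo4-AM dye, 2 µM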
# GSK3 alpha inh: human GSK-3 alpha kinase inhibition; P49840; ADP-Glo luminescence, 60 min; inhibition, % at 10 µM; hit rate 0.1% among 320,000;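 in the data active = inhibition above about 50%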;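 also: GST-tagged GSK-3 alpha with peptide substrate and 25 µM ATP; 0% = DMSO neutral wells and 100% = GW8510 positive control wells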
# Target sequence (P49840 whole entry, looked up): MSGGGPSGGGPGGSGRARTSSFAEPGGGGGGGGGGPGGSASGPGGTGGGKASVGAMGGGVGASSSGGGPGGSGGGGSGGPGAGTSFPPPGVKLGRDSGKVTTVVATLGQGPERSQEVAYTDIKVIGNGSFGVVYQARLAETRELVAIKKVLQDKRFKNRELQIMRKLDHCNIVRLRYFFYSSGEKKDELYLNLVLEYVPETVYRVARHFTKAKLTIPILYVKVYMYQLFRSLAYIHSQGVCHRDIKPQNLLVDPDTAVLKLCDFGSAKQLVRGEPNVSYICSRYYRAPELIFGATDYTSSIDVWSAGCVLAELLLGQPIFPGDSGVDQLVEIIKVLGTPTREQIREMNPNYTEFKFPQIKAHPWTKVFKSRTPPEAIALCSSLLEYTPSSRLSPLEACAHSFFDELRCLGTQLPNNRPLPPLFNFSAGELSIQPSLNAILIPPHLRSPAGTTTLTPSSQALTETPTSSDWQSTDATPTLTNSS
# An asterisk follows results filed as active; i = inactive; . = not tested or not shown. Only part of the results is shown; count on the stated rates, not on these rows.
# Start of the listing, in advance:
SMILES,PolyA inhibitor,hERG protect,DYRK1A inh,GSK3B inh,KCNK9 inh,RGS4 block,KCNK3 inh,KCNQ1 inh,KCNQ1 pot,RGS4 pot,GSK3 alpha inh
O=C(CSc1nnc2scc(-c3ccccc3)n12)N1CCN(Cc2ccccc2)CC1,i,-12,0,3,i,i,i,i,i,i,-3
O=c1c(-c2ccc3c(c2)OCCO3)c(C(F)(F)F)oc2cc(O)cc(O)c12,i,-6,-7,1,i,i,i,i,i,i,-1
Cc1ccc(/C=N/OC(=O)c2c(C)noc2-c2snnc2C)cc1,i,-8,-8,-1,i,i,i,i,i,i,1
Cc1cc(N2CCCC2=O)cc(C)c1S(=O)(=O)NCCOc1ccc(C(C)(C)C)cc1,i,-18,-1,-4,i,i,i,10*,i,i,-3

# The list itself, previewed entries included:
SMILES,PolyA inhibitor,hERG protect,DYRK1A inh,GSK3B inh,KCNK9 inh,RGS4 block,KCNK3 inh,KCNQ1 inh,KCNQ1 pot,RGS4 pot,GSK3 alpha inh
O=C(CSc1nnc2scc(-c3ccccc3)n12)N1CCN(Cc2ccccc2)CC1,i,-12,0,3,i,i,i,i,i,i,-3
O=c1c(-c2ccc3c(c2)OCCO3)c(C(F)(F)F)oc2cc(O)cc(O)c12,i,-6,-7,1,i,i,i,i,i,i,-1
Cc1ccc(/C=N/OC(=O)c2c(C)noc2-c2snnc2C)cc1,i,-8,-8,-1,i,i,i,i,i,i,1
Cc1cc(N2CCCC2=O)cc(C)c1S(=O)(=O)NCCOc1ccc(C(C)(C)C)cc1,i,-18,-1,-4,i,i,i,10*,i,i,-3
COc1ccccc1-c1cc(-c2ccccc2)nc(SC(C(N)=O)c2ccccc2)c1C#N (stereo not drawn),i,-4,-3,1,i,i,i,i,i,i,-5
O=C(/C=C/c1ccccc1)N(Cc1cccc(Cl)c1)C1CCS(=O)(=O)C1 (stereo not drawn),i,-6,-4,-4,i,i,i,i,i,i,1
COc1ccc(/C=N/n2cnc3c(sc(=S)n3-c3ccccc3)c2=O)cc1,i,-6,2,-3,i,i,i,i,i,i,-1
Cc1ccc(-c2ccc(=O)n(Cc3ccc(F)cc3Cl)n2)cc1,i,-1,1,2,i,i,i,i,i,i,0
COC(=O)c1cc(C(=O)c2ccc(Cl)cc2Cl)cn1C,i,-12,0,8,i,i,i,i,i,i,1
CC(=O)[C@@H]1[C@@H]2C(=O)N(c3ccc(F)c(Cl)c3)C(=O)[C@@H]2C2c3ccccc3C=CN21 (stereo partly drawn),.,-12,.,0,i,i,.,i,i,i,0
C=CCN1C(=O)C(CC(=O)Nc2ccc(OCC)cc2)N(Cc2ccccn2)C1=S (stereo not drawn),i,-14,1,1,i,i,i,i,i,i,2
COc1cccc(-n2c(SC)nnc2-c2cnccn2)c1,i,-12,-12,4,i,i,i,i,i,i,0
CCN(CC)CCOc1nc(C)nc2c1oc1ccccc12,i,-12,2,-5,i,i,i,i,i,i,0
Cc1cc(C(=O)NCc2cccnc2)no1,i,-6,2,-7,i,i,i,i,i,i,-8
COCCNC(=O)[C@@H]1CSC2c3ccccc3C(=O)N21 (stereo partly drawn),i,-3,-4,1,i,i,i,i,i,i,0
CN(C)C(=O)COC(=O)/C=C/c1ccccc1[N+](=O)[O-],i,-12,-3,1,i,i,i,i,i,i,-3
COc1ccc(Cn2c(O)c(C=Nc3ccccc3)c3ccccc3c2=O)cc1,i,-9,0,-1,i,i,i,i,i,i,6
N=c1c(S(=O)(=O)c2ccc(Cl)cc2)cc2c(=O)n3ccccc3nc2n1CCc1ccccc1,i,-12,-3,1,i,i,i,i,i,i,3
CC1(C)Cc2nc3sc4c(N5CCCC5)nnnc4c3cc2CO1,i,-8,.,-2,i,i,.,i,i,i,0
CCOC(=O)/C(C#N)=C/c1c(N2CCN(C)CC2)nc2c(C)cccn2c1=O,i,-5,0,0,i,i,i,i,i,i,-1
COc1ccc(C(=O)NC2CCN(C(=S)NCc3ccco3)CC2)cc1,i,-3,30,4,i,i,i,i,i,i,4
Cc1cccc(-n2c(C)n[nH]c2=S)c1C,i,3,5,0,i,i,i,i,i,i,2
Cc1c(C)n(C)c2ccc(C(=O)NCCc3ccco3)cc12,i,-10,1,3,i,i,i,i,i,i,2
CCOC(=O)C(NC(C)=O)(Nc1ccc(S(=O)(=O)Nc2ccncn2)cc1)C(F)(F)F (stereo not drawn),i,-11,-2,-3,i,i,i,i,i,i,0
O=c1cc(Cn2ccnc2)c2cc3c(cc2o1)CCC3,i,-10,3,-2,i,i,i,i,i,i,-2
Cc1ccc2cc(C=O)c(Cl)nc2c1,i,-9,-1,3,i,i,i,i,i,i,1
CCOC(=O)c1ccc(NC(=O)c2ccccc2C)cc1,i,-13,0,3,i,i,i,i,i,i,3
COc1ccc(CCN(C(=S)Nc2ccccc2)C2CC(=O)N(c3ccccc3)C2=O)cc1 (stereo not drawn),i,-4,-3,-5,i,i,i,i,i,i,-19
CCOC(=O)CNC(=O)COc1coc(CN2CCN(Cc3ccccc3)CC2)cc1=O,i,-2,-5,-4,i,i,i,i,i,i,-16
Cc1ccc(S(=O)(=O)NCc2csc(C)n2)c(C)c1,i,-1,-3,5,i,i,i,i,i,i,2
COCCCNC(=O)c1c(NC(=O)C2COc3ccccc3O2)sc2c1CCCC2 (stereo not drawn),i,-8,5,1,i,i,i,i,i,i,1
CCOC(=O)C1CCCN(c2c(NCCC(C)C)c(=O)c2=O)C1 (stereo not drawn),i,-11,-6,-5,i,i,i,i,i,i,-1
O=C(NCC1CCCCC1)c1cc([N+](=O)[O-])ccc1N1CCOCC1,i,-8,3,2,i,i,i,i,i,i,-3
Cc1ccc([N+](=O)[O-])cc1Nc1nc(N2CCOCC2)nc(N2CCOCC2)n1,i,-4,2,1,i,i,i,i,i,i,-1
CC(C)(C)NC(=O)CN(CCN1CCOCC1)C(=O)CNS(=O)(=O)c1ccc(Cl)cc1,i,-7,-2,2,i,i,i,i,i,i,-2
COc1ccc(-c2nc(N)ncc2-c2ccccc2OC)c(O)c1,i,-4,51*,1,i,i,i,i,i,i,12
C[N+](C)(C)CCCN1C(=O)CCCC1=O,i,-9,4,-1,i,i,i,i,i,i,-1
CC(Sc1n[nH]c(=O)[nH]c1=O)C(=O)OCc1ccccc1 (stereo not drawn),i,4,4,5,i,i,i,i,i,i,0
Cc1nc(-c2ccc(Cl)cc2)sc1C1(C)CC(c2ccccc2)=NO1 (stereo not drawn),i,-8,5,0,i,i,i,i,i,i,-1
CC(=O)C1=C(C)NC(SCC(=O)c2ccc(Cl)cc2)=C(C#N)C1CC(C)C (stereo not drawn),i,-10,0,2,i,i,i,i,i,i,2
CC1CCCN(c2oc(-c3cccc4ccccc34)nc2C#N)C1 (stereo not drawn),i,-9,2,1,i,i,i,i,i,i,0
Cn1c(N)c(S(=O)(=O)NCc2ccccc2Cl)c(=O)n(C)c1=O,i,-7,2,-1,i,i,i,i,i,i,0
O=C(Cn1c(=O)[nH]c2ccccc2c1=O)Nc1ccc2c(c1)OCCO2,i,-7,2,2,i,i,i,i,i,i,-2
CCN1CCN(CCCNC(=O)c2cc3cc4ccc(OC)cc4nc3o2)CC1,i,0,88*,-9,i,i,i,i,i,i,4
CC1(C)N=C(c2ccccn2)C(C)(C)N1O,i,1,-4,1,i,i,i,i,i,i,-4
Cc1c(C)n(-c2ccccc2)c2ncnc(NCCN(C)C)c12,i,-3,0,-2,i,i,i,i,i,i,0
CCOC(=O)C1=NNC2C(=O)N(Cc3ccccc3)C(=O)C12 (stereo not drawn),i,-9,-1,2,i,i,i,i,i,i,-1
COc1ccc(Cl)cc1NC(=O)c1cc(C)no1,i,-4,-6,0,i,i,i,i,i,i,-3
CCCC/C(O)=C1\C(=O)CCCC1=NCCc1c(C)[nH]c2ccc(OC)cc12,i,-6,6,-2,i,i,i,i,i,i,2
O=C(Oc1ccccc1C(=O)N1CCOCC1)c1cccc(Br)c1,i,-6,2,2,i,i,i,i,i,i,0
CN(C)c1ccc(-c2noc(-c3ccccc3O)n2)cc1,i,-14,-1,-3,i,i,i,i,i,i,-1
O=C(O)c1cc(=O)[nH]c2c(Cl)cccc12,i,-9,4,-5,i,i,i,i,i,i,-1
O=C(N/N=C/c1c[nH]c2ccccc12)c1cc(Cl)ccc1O,i,-14,14,4,i,i,i,i,i,i,0
Cc1onc(C(=O)N2CCN(C(c3ccccc3)c3ccccc3)CC2)c1[N+](=O)[O-],i,-6,18,1,i,i,i,i,i,i,-2
O=C(CCc1nc2ccccc2c(=O)[nH]1)NNC(=O)c1ccc(Cl)cc1,i,-19,.,-6,i,i,i,i,i,i,0
Cc1ccc2cc(C)c(N3CCC(C)CC3)nc2c1,i,-3,0,-2,i,i,i,i,i,i,6
CC1(C)CC(=O)C(C2C3=C(CC(C)(C)CC3=O)Oc3ccc4ccccc4c32)C(=O)C1 (stereo not drawn),i,-11,0,0,i,i,i,i,i,i,4
CSc1cccc(NS(=O)(=O)c2ccc3c(c2)oc(=O)n3C)c1,i,-9,-3,0,i,i,i,i,i,i,.
COc1ccc(N2CC(C(=O)N[C@@H](C)C(=O)NCCc3ccccc3)CC2=O)cc1 (stereo partly drawn),i,-4,-7,5,i,i,i,i,i,i,-3
CCOc1ccc(N)cc1OC,i,-2,.,2,i,i,i,i,i,i,1

# The list continues.
SMILES,PolyA inhibitor,hERG protect,DYRK1A inh,GSK3B inh,KCNK9 inh,RGS4 block,KCNK3 inh,KCNQ1 inh,KCNQ1 pot,RGS4 pot,GSK3 alpha inh
c1ccc(Cn2c[n+](Cc3ccccc3)c3ccccc32)cc1,i,-6,-2,2,i,i,i,i,i,i,-8
CS/C(=N/S(=O)(=O)c1ccc(C)cc1)c1ccccc1,i,-7,-4,-1,i,i,i,i,i,i,-3
CCOC(=O)C(=O)/C(=C\N(C)C)c1onc(-c2ccccc2Cl)c1C(=O)OC,i,-5,-8,0,i,i,i,i,i,i,1
CC(C)n1nnnc1SCC(=O)NCc1ccc2c(c1)OCO2,i,-1,5,1,i,i,i,i,i,i,-4
CCC(CC)NC(=O)/C=C/c1cccc([N+](=O)[O-])c1,.,-3,-1,-1,i,i,i,i,i,i,-1
COc1ccc(S(=O)(=O)n2cnc(C)c2)cc1,i,-3,-16,0,i,i,i,i,i,i,-2
